ALOX12 inh = ALOX12 (human) lipoxygenase inhibition; P18054; purified 12hLO, xylenol orange hydroperoxide absorbance; Potency, µM (highest dose often 108 µM), for inactives: at the highest dose activity change, negative = inhibition, most hits filed as inhibitors; 1.1% of 580,000 active; AID 1671190; active = well fitted inhibition curve with a large enough effect; inconclusive = small, poorly fitted or top-dose-only effect, or another doubt; inactive = no such curve, though single readings can be large or run the other way
Target sequence (P18054 whole entry, looked up): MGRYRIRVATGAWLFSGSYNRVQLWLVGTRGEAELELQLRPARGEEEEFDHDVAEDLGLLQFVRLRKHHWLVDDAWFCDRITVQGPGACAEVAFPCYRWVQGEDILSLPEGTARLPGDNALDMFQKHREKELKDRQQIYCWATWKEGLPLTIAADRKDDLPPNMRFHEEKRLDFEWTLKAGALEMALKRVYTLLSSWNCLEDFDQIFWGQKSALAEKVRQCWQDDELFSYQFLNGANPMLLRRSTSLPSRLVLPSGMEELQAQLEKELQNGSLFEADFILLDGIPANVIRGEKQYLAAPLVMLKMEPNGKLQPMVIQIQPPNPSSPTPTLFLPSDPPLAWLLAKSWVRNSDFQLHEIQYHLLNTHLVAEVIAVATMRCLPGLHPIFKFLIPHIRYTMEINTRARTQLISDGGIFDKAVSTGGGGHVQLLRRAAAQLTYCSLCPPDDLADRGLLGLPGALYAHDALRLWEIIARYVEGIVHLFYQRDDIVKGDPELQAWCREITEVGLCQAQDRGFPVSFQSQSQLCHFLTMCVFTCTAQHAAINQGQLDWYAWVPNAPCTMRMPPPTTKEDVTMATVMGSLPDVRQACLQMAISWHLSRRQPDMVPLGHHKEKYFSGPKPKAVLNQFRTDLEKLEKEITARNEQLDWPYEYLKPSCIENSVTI
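Purified human 12hLO (150 nM final) in 25 mM Hepes, 0.01% Triton X-100, pH 7.0 was preincubated 15 min at room temperature with compound. Then 40 uM arachidonic acid was added, 30 min. Hydroperoxide was read by Fe-XO absorbance ratio 573/405 nm.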
* marks the source's active call; other numbers are inactive results; ? = inconclusive; [ ] = remark or other dose. % is scaled to controls: 0 for no effect and ±100 for the full control effect; potency is read from the fitted curve at half-maximal effect. An excerpt; the hit share may differ from the screen's.

SMILES | ALOX12 inh
Cc1ccc(S(=O)(=O)Oc2ccccc2C2C3=C(CCCC3=O)OC3=C2C(=O)CCC3)cc1 | 6%
Cc1cc(C)c(NC(=O)C(C)Sc2cc(C)ccc2C)c(C)c1 (stereo not given) | 40%[activator]
O=C(O)c1cc2ccc(OCc3ccccc3)cc2[nH]1 | 14%
Nc1nccnc1C(=O)NCC#Cc1cccc(C(F)(F)F)c1 | 15%
c1ccc(C2=NOC3(CCCN(CC4CCCC4)C3)C2)cc1 (stereo not given) | -2%[12.5 µM]
Cc1cccc(NC(=O)Cc2nc(-c3c(N)n(Cc4ccccc4)c(=O)n(C)c3=O)cs2)c1 | ?
CCn1nc(C(=O)NCc2ccco2)c2ccccc2c1=O | -30%
O=C(O)c1ccc(/C=C/c2ccc3ccccc3n2)cc1 | 38%
O=C1CCN(C(=O)[C@H](Cc2ccccc2)NC(=O)C2CCC2)CCCOCCN1 | 34%[activator]
COCCn1c(=O)c(-c2cccc(F)c2)nc2cncnc21 | 0%
O=C(Cc1c[nH]c2ccccc12)Nc1cc(S(=O)(=O)N2CCOCC2)ccc1N1CCCCCC1 | -44%
CC(C)(C)C(C(=O)NCc1ccccc1)N1CCN(CCN2CCOCC2)CC1 (stereo not given) | 1%
C=CCC(C)(NCc1ccccc1)c1cccs1 (stereo not given) | ?
Nc1nccnc1C(=O)NCC(=O)NC1CC1 | -3%
Cc1ccc(Sc2ccnc3cc(Cl)ccc23)cc1 | 1%
CCCCn1nc(C(=O)Nc2nc(C)cs2)c2ccccc2c1=O | -18%
Cc1sc2cc(C(=O)N(C)C)[nH]c2c1CN1CCCCC1 | 37%[activator]
CCc1nnc(SCC(=O)Nc2ccccc2OC)c2cc3sccc3n12 | -7%
O=C(Nc1ccc(Cl)cc1)c1nc2c(o1)CCN(Cc1nccs1)CC2 | 16%[176 µM]
COCc1noc(CC2CCOC3(CCN(C(=O)c4c[nH]c5ccccc45)CC3)C2)n1 (stereo not given) | 6%
Cc1cc(OCC(F)F)ccc1N | ?
COc1ccc(C(=O)N2CC(c3nc(CCOc4cccc(C)c4)no3)C2)cc1F | 14%
CCCCSCc1cc(C(=O)N2CCC3(CCCN(C)C3=O)C2)oc1C (stereo not given) | 3%
O=C(NC1CCCC1)N1CCCC1 | 53%
CCOC(=O)[C@@H](N)Cc1ccc(-c2cc(O[C@H](c3ccc(Cl)cc3-n3ccc(C)n3)C(F)(F)F)nc(N)n2)cc1 | -39%[57.4 µM]
COC1CCOC2(CCN(C(=O)c3cc(F)ccc3F)CC2)C1 (stereo not given) | 46%[activator]
Cc1ccn2c(C(=O)N3CCCC(c4[nH]ncc4-c4ccccc4)C3)nnc2n1 (stereo not given) | 68%[activator]
CCN1c2cc(C(=O)NCc3ccc(Br)cc3)ccc2C(=O)N2CCCCC21 (stereo not given) | ?
CCc1nc(-c2c3n(c(=O)n(CC(=O)NCc4ccc(Cl)cc4)c2=O)CCCC3)no1 | -3%
CCNc1ncc2ncc(=O)n(C3CC3)c2n1 | ?

Retrieved one by one from above (2):
SMILES | ALOX12 inh
O=C(Nc1ccc(Cl)cc1)c1nc2c(o1)CCN(Cc1nccs1)CC2 | 16%[176 µM]
O=C(NC1CCCC1)N1CCCC1 | 53%

Remaining list, next part.
SMILES | ALOX12 inh
COCC(=O)N1CCC2(CCCN(C(c3ccccc3)c3ccccc3)C2)CC1 | 4%[57.4 µM]
O=C1NCCCCCCN(C(=O)C2CCCC2)[C@H]2CCCC[C@@H]12 | 16%
C/C(=N\NC(=O)c1ccncc1)C1CC1 | 29%
CC(=O)c1c(C)[nH]c(C(=O)C(C)Oc2c(F)c(F)cc(F)c2F)c1C (stereo not given) | 15%
O=C(O)c1ccc(CN2CCC[C@H]2c2nc(-c3ccc(F)cn3)no2)cc1 | ?
COc1ccc2c(c1)CCCN2C(=O)c1cc2ccc(C)cc2nc1C | -21%
NC(=O)CN1CCC(NC(=O)c2ccc(Oc3ccc(F)cc3)cc2)CC1 | 38%[activator]
CCN1c2cc(C(=O)Nc3ccc(N4CCOCC4)cc3)ccc2C(=O)N2CCCCC21 (stereo not given) | 8%
COc1ccc(NC(=O)c2cc3cc(Br)ccc3[nH]2)cc1 | 0%
CCn1nc(C)cc1C(=O)N[C@@H]1c2ccccc2C2(CCNCC2)[C@H]1OC | 0%
COc1ccc(C(=O)/C=C/c2cc(OC)ccc2OC)cc1 | -21%
CC(=O)Nc1ccc(S(=O)(=O)C(C#N)c2nc3ccccc3nc2N2CCN(C)CC2)cc1 (stereo not given) | -27%
COc1ccc(NC(=O)COc2ccc(F)cc2)c2cccnc12 | 0%
CCOC(=O)[C@H]1O[C@H]1C(=O)N[C@@H](CC(C)C)C(=O)NCCC(C)C | ?
Cc1cnc(-c2nc3ccccc3n2C(C(=O)NC(C)(C)C)c2ccncc2)cn1 (stereo not given) | 3%
CCCNC(=O)C1(CCO)CCN(c2ncccn2)C1 (stereo not given) | 30%
CN1c2cc(C(=O)N3CCc4ccccc4C3)ccc2C(=O)N2CCCC21 (stereo not given) | 4%
CN1CCC2(C1)CN(Cc1ccccc1)c1ccc(C(=O)NC3CCC(O)CC3)cc12 (stereo not given) | 49%[activator][176 µM]
Nc1ccsc1C(=O)N[C@H](Cc1ccncc1)C1CC(O)C1 (stereo not given in full) | -14%
O=C(NCc1cccnc1Oc1ccccc1)c1ccccn1 | 9%
S=C(NC1CCSc2ccccc21)NC1CC2CCC1C2 (stereo not given) | -20%
CN(C)C(=O)c1ccc(N2CC3CC(C2)[C@H]2CCCC(=O)N2C3)nc1 (stereo not given in full) | 0%
O=C(Cc1ccc(F)cc1)N1CCN(c2ncnc3c2nnn3-c2ccc(F)cc2)CC1 | ?
Cc1ccc(-c2cc(C(=O)N3CCNC(=O)C3)c3ccccc3n2)cc1 | 0%
CCCS(=O)(=O)NC(=O)C1(C)CCCN(C(=O)CCc2ccccc2)C1 (stereo not given) | -8%
COc1ccc(OC)c(NC(=O)C2CCCN(c3ccc4nncn4n3)C2)c1 (stereo not given) | -6%
O=C(Cc1c[nH]c2ccccc12)NCC1(N2CCCCC2)CCCCC1 | ?
N#Cc1cccc(-c2nc3cnc(N4CCNCC4)nc3n(C3CC3)c2=O)c1 | ?
Cn1c(=O)[nH]c(=O)c2c1nc1n(-c3ccc(Cl)cc3)c(-c3ccccc3)cn21 | 3%
CN(CC1CCOC1)C(=O)c1ccc(Br)o1 (stereo not given) | 4%
COc1ccc(CN2CCOC[C@H]2c2ncc(-c3ccc(OC)cc3)[nH]2)cc1 | 1%[176 µM]
CCOc1ccc(/C=N/OC(=O)c2ccccc2I)cc1 | -22%
Cc1nn(-c2ccc(C(C)(C)C)cc2)c(C)c1[C@@H]1C=C[C@@H](NC(=O)CCCC(=O)O)C1 | 79%[activator][176 µM]
CCc1cc(=O)n(CC(=O)Nc2ccccc2F)c(-c2ccccc2)n1 | 7%
Cc1ccc(C2(O)CCN(C(=O)c3cccc(-c4ncc[nH]4)c3)CC2)nc1 | 25%
Cc1cc(Oc2cc(C#N)c(C#N)cc2Oc2ccc(Cl)c(C)c2)ccc1Cl | -29%
CO[C@H]1C(=O)N(C(C)C)[C@H]1C1CCN(S(=O)(=O)c2ccc3c(c2)OCCO3)CC1 | 38%[activator]
CC(C)CNC(=O)Cc1c[nH]c2ncc(-c3cnn(C)c3)cc12 | 0%[176 µM]
COCCN1C(=O)[C@@H]2C[C@@H](CN2C(=O)Cc2ccccc2)Oc2ccccc21 | -20%[176 µM]
Cc1ccc(NC(=O)CN2C(=O)C(c3ccccc3)=NC23CCCC3)c(C)c1 | 15%
CCOCC(=O)N1CCCn2ccnc2C1CC (stereo not given) | 49%[activator]
COc1cc(/C=C(\C#N)C(=O)C(C)(C)C)ccc1OCc1ccccc1Cl | -1%
CC1=NS(=O)(=O)N(Cc2ccccc2)C=C1C(=O)OCc1nc(-c2ccccc2)no1 | 20%
C#CCNC(=O)C1CN(c2ccc(OC)cc2)C(=O)N1 (stereo not given) | 58%[activator][176 µM]
Cc1noc(-c2cn(C3CCN(C(=O)c4ccc(F)c(Cl)c4)C3)nn2)n1 (stereo not given) | 13%
Cc1ccc(CN[C@@H]2CO[C@H](CNC(=O)N3CCOCC3)[C@H]2O)cc1 | -18%[176 µM]
CCOC(=O)CSc1nnc2n(CC)c(=O)c3c(n12)-c1ccccc1CC31CCCCC1 | ?
Cc1oc(-c2ccccc2)nc1C(=O)NCC(C)(C)N1CCOCC1 | 40%[activator]
O=C(O)CCc1cccc(Cl)c1 | 2%
COCCN1CCCCCC(O)c2cc(C(=O)NCCN3CCCCC3)ccc21 (stereo not given) | 23%
CC1(C)N=C(c2ccccc2)C(=O)N1CC(=O)NCCC1=CCCCC1 | 29%
CC(=O)Nc1cccc(OCc2nnc(C(=O)N3CCC[C@@H]3c3ccc(Br)cc3)n2Cc2ccccc2)c1 | -19%
COc1ccc(-c2nc3c(c(-c4ccccc4)n2)CN(C(=O)Nc2ccccc2)CC3)cc1 | 5%
COc1ccccc1-c1[nH]nc2ncc(-c3ccccc3O)nc12 | 35%[176 µM]
Cc1cc(CNc2ccc(-c3nc(CCCc4ccccc4)no3)cn2)no1 | 63%[activator]
Cc1cccc(C)c1NC(=O)C(c1ccccc1F)n1c(=O)c(-c2cc3ccccc3[nH]2)nc2ccccc21 (stereo not given) | ?
COCC(=O)N[C@H]1C[C@@H](CO)N(Cc2cc(F)c(F)c(F)c2)C1 | 8%
O=S(=O)(c1cccnc1)N1CCCCC1CCc1cccs1 (stereo not given) | 8%
Cc1ccc(NC(=O)CN2C(=O)NC3(CCCCC3)C2=O)c(C)c1 | -3%
CC(=O)Nc1ccc2oc(-c3cncc(Br)c3)nc2c1 | ?

A portion from the list above, as a working copy:
SMILES | ALOX12 inh
CCOCC(=O)N1CCCn2ccnc2C1CC (stereo not given) | 49%[activator]
COc1cc(/C=C(\C#N)C(=O)C(C)(C)C)ccc1OCc1ccccc1Cl | -1%
CC1=NS(=O)(=O)N(Cc2ccccc2)C=C1C(=O)OCc1nc(-c2ccccc2)no1 | 20%
C#CCNC(=O)C1CN(c2ccc(OC)cc2)C(=O)N1 (stereo not given) | 58%[activator][176 µM]
Cc1noc(-c2cn(C3CCN(C(=O)c4ccc(F)c(Cl)c4)C3)nn2)n1 (stereo not given) | 13%
Cc1ccc(CN[C@@H]2CO[C@H](CNC(=O)N3CCOCC3)[C@H]2O)cc1 | -18%[176 µM]
CCOC(=O)CSc1nnc2n(CC)c(=O)c3c(n12)-c1ccccc1CC31CCCCC1 | ?
Cc1oc(-c2ccccc2)nc1C(=O)NCC(C)(C)N1CCOCC1 | 40%[activator]
O=C(O)CCc1cccc(Cl)c1 | 2%
COCCN1CCCCCC(O)c2cc(C(=O)NCCN3CCCCC3)ccc21 (stereo not given) | 23%
CC1(C)N=C(c2ccccc2)C(=O)N1CC(=O)NCCC1=CCCCC1 | 29%
CC(=O)Nc1cccc(OCc2nnc(C(=O)N3CCC[C@@H]3c3ccc(Br)cc3)n2Cc2ccccc2)c1 | -19%
COc1ccc(-c2nc3c(c(-c4ccccc4)n2)CN(C(=O)Nc2ccccc2)CC3)cc1 | 5%
COc1ccccc1-c1[nH]nc2ncc(-c3ccccc3O)nc12 | 35%[176 µM]
Cc1cc(CNc2ccc(-c3nc(CCCc4ccccc4)no3)cn2)no1 | 63%[activator]
Cc1cccc(C)c1NC(=O)C(c1ccccc1F)n1c(=O)c(-c2cc3ccccc3[nH]2)nc2ccccc21 (stereo not given) | ?
COCC(=O)N[C@H]1C[C@@H](CO)N(Cc2cc(F)c(F)c(F)c2)C1 | 8%
O=S(=O)(c1cccnc1)N1CCCCC1CCc1cccs1 (stereo not given) | 8%
Cc1ccc(NC(=O)CN2C(=O)NC3(CCCCC3)C2=O)c(C)c1 | -3%
CC(=O)Nc1ccc2oc(-c3cncc(Br)c3)nc2c1 | ?

New compounds follow
SMILES | ALOX12 inh
COc1ccccc1C(=O)N1CCC2(CC1)OC(=O)N(Cc1ccccc1C#N)C2(C)c1ccccc1 (stereo not given) | 17%
CCc1ccc(CN2CCC(O)(Cc3cc(-c4cccc(OC)c4)no3)CC2)o1 | -6%
O=C(c1ccc(Cl)cc1)N1CC2(CCCN2CC2CC2)Cc2ccccc21 (stereo not given) | 2%[6.33 µM]
COCCO[C@H]1C(=O)N(C2CCN(C(=O)NC(C)(C)C)CC2)[C@H]1c1ccncc1 | 28%
Cn1c(=O)c2c(ncn2CC(=O)Nc2ccccc2Cl)n(C)c1=O | -22%
CCOC(=O)C1=CN(c2ccc(OCC)cc2)C=C(C(=O)OCC)C1c1ccc(SC)cc1 | -5%
CC(C)=CC(=O)O | 9%[176 µM]
Cc1oc(-c2ccccc2)nc1CC(=O)N1CCCC(C(F)(F)F)C1 (stereo not given) | -7%
Cc1ccccc1CS(=O)Cc1ccc(Cl)cc1Cl (stereo not given) | -2%
CC(C)CCN1C(=O)CSCC1(C)C(=O)Nc1ccc2c(c1)OCCO2 (stereo not given) | -4%
COc1ccc(F)cc1-c1nc2ccc(-c3ccc(OC)c(OC)c3OC)cc2o1 | 10%
CC(C)NC(=O)CCNC(=O)N1CCn2c1nc1ccccc12 | 6%
O=C(O)C1=NOC2CN(Cc3ccc(F)cc3)CC12 (stereo not given) | -15%[12.5 µM]
CC1(C)CCCC(C)(C#CCN2CCN(c3ccccc3)CC2)O1 (stereo not given) | -26%
Cc1ccccc1-c1nc(C2CC(=O)N(c3ccc(Cl)cc3)C2)no1 (stereo not given) | 7%
Cc1cc(O)c2c(C)c(CC(=O)NCCCn3ccnc3)c(=O)oc2c1 | -7%
CC(C)CC(=O)Nc1ccnn1C1CCN(C(=O)c2scc3c2CCCC3)CC1 | 54%[activator]
Cc1[nH]c2ccccc2c1C(=O)C(C)Oc1ccccc1F (stereo not given) | -10%
O=C(NC1CC1)c1cc(-c2ccc3c(c2)OCCO3)nc2ccccc12 | -7%
COc1ccc(-c2c(NC(=O)c3cccc([N+](=O)[O-])c3)oc3ccccc3c2=O)cc1OC | ?
Cc1cc(C(=O)N2C[C@@H](CO)[C@H](c3ccccn3)C2)nn1C | 34%[activator]
CCC1Oc2ccc(NC(=O)Cc3ccc(F)cc3)cc2CN(Cc2ccccc2F)C1=O (stereo not given) | -7%

Screening results as filed in PubChem.
